# HP1b binding inh – HP1-beta chromodomain-methylated histone interaction inhibition | AlphaScreen HP1-beta / biotin-H3K9me3 peptide binding | Potency, µM (series often up to 114 µM), for the others: top-dose activity change, negative = inhibition, usual class: inhibitors | 390,000 compounds, 0.56% hits; also: nearly all actives have a fitted effect of over 70% in size; inactives centre near 23
# Target sequence (P83916 whole entry, looked up): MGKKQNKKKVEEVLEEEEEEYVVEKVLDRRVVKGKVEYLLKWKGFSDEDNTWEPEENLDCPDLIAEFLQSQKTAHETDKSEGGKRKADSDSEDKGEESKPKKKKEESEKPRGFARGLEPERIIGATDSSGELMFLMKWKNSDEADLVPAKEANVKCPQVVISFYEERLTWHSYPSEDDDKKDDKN
#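 HP1-beta protein (50 nM final) preincubated 30 min at room temperature with biotinylated H3(1-18)K9me3 peptide (50 nM) in PBS pH 7.4, 0.01% Tween-20, then compound added for 30 min. AlphaScreen streptavidin donor/nickel chelate acceptor beads (10 ug/mL final), 30 min dark, luminescence read.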
# JMJD2A Tudor – JMJD2A Tudor domain (human) inhibition. O75164. AlphaScreen JMJD2A-Tudor / H3K4me3 peptide binding. Potency, µM (series often up to 114 µM), for the others: top-dose activity change, negative = inhibition, actives largely listed as inhibitors. 390,000 compounds, 4.4% hits. AID 504339; also: % is scaled to controls: 0 for no effect and ±100 for the full control effect; nearly all actives have a fitted effect of over 50% in size
# Pin1 inhibitor – blocks the human prolyl isomerase Pin1. Q13526. AID 504891. Potency, µM (top dose mostly 115 µM), inactives show at the highest dose activity, negative = inhibition, usual class: inhibitors. Pin1 FP peptide displacement, HiFluor488, 10 min. 390,000 compounds, 0.009% hits; active = well fitted inhibition curve with a large enough effect in the polarisation, with a control signal flat, not every such curve was filed as active; inconclusive = small, poorly fitted or top-dose-only effect, or effect the other way, or a change in a side signal; inactive = no such curve, though single readings can be large or run the other way; the % refers to the polarisation; also: % is scaled to controls: 0 for no effect and ±100 for the full control effect
# Target sequence (Q13526 whole entry, looked up): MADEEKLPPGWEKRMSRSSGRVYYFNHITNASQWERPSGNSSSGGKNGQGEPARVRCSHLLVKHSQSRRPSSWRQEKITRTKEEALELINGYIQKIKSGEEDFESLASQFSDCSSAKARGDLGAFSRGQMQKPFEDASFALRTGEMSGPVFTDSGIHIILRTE
# BLM helicase inh – Bloom syndrome helicase (human) inhibition | recombinant BLM DNA unwinding, fluorescence dequenching | 350,000 compounds, 0.2% hits | P54132 | Potency, µM (top dose mostly 56.1 µM), for inactives: at the highest dose activity change, negative = inhibition, usual class: inhibitors | AID 2528;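 also: plate controls were vehicle for no effect and no enzyme for full effect; nearly all actives have a fitted effect of over 35% in size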
# BAZ2B inh – blocks human BAZ2B | Potency, µM (top dose mostly 114 µM), inactives show at the top dose activity change, negative = inhibition, most hits filed as inhibitors | AID 504333 | Q9UIF8 | 360,000 compounds, 4.4% hits | AlphaScreen BAZ2B-H3K14Ac peptide displacement; also: % is scaled to controls: 0 for no effect and ±100 for the full control effect; nearly all actives have a fitted effect of over 60% in size
#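 AlphaScreen displacement of biotin-H3(5-23)K14Ac peptide (50 nM final) from BAZ2B (50 nM final) in PBS pH 7.4, 0.01% Tween-20; complex preformed 30 min RT, then compounds (top 110 uM) 30 min RT, beads 20 min dark.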
# G9a block – inhibitors of human histone lysine methyltransferase G9a; Q96KQ7; G9a H3K9 monomethylation, AlphaScreen, 2 h; Potency, µM (series often up to 102 µM), for inactives: top-dose activity, negative = inhibition, hits mostly inhibitors; 350,000 compounds, 8.8% hits; also: % is scaled to controls: 0 for no effect and ±100 for the full control effect; nearly all actives have a fitted effect of over 75% in size
# Target sequence (Q96KQ7 913-1193 limits assumed): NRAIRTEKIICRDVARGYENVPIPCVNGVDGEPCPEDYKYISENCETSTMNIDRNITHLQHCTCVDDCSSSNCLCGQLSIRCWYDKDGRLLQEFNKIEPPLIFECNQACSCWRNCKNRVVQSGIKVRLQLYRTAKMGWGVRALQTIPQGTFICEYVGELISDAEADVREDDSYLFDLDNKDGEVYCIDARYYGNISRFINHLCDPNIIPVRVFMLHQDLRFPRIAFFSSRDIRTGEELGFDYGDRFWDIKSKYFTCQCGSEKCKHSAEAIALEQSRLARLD
#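 Readings reflect AlphaScreen signal from monomethyl-H3K9 antibody detection. HMT at 20 nM; substrate b-H3K9 500 nM; cofactor SAM 20 uM; 2 h RT reaction; compounds tested as titrations in qHTS with 15 min preincubation.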
# GLS inh – glutaminase GLS (human) inhibition | O94925 | GLS enzymatic activity, qHTS titration | Potency, µM (series often up to 45.5 µM), for the others: top-dose activity change, negative = inhibition, actives largely listed as inhibitors | 410,000 compounds, 0.21% hits | AID 624170; also: % is scaled to controls: 0 for no effect and ±100 for the full control effect
#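 Human kidney-isoform GLS in 45 mM KH2PO4 pH 8.2, 0.02% Tween-20, with compound, started with 1mM L-Glutamine (added stock). Glutamate oxidase/HRP/Amplex red coupled fluorescence read at start and after 30 min at RT.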
# PGK inhibitor – inhibitors of T. brucei phosphoglycerate kinase; 380,000 compounds, 0.043% hits; P07378; Potency, µM (titrated, usually from 57.5 µM), inactives show at the highest dose activity change, negative = inhibition, most hits filed as inhibitors; PGK/GAPDH coupled, Kinase-Glo luminescence, 60 min; also: % is scaled to controls: 0 for no effect and ±100 for the full control effect; nearly all actives have a fitted effect of over 60% in size
# Target sequence (P07378 whole entry, looked up): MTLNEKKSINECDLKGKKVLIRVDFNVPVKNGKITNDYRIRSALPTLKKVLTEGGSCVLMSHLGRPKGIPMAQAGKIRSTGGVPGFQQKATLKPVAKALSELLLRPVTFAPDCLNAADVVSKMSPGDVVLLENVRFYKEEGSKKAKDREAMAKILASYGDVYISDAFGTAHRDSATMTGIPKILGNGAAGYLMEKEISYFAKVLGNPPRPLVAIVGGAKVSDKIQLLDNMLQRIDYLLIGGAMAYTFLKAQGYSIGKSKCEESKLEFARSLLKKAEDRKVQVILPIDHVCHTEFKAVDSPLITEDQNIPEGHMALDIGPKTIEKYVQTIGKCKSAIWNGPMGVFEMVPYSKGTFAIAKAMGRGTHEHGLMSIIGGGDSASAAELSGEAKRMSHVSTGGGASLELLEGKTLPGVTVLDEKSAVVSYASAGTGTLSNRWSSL
#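 Recombinant glycosomal PGK reaction used 1,3-bisphosphoglycerate generated in-well by GAPDH (100nM final) in 100mM TEA pH 7.6, 5mM MgCl2, 0.01% Tween-20. After 60 minutes at room temperature, ATP was read by Kinase-Glo Plus luminescence end-point.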
# POLI inh – inhibitors of human DNA polymerase iota. Q9UNA4. Pol iota fluorescent replication assay, 10 min. Potency, µM (highest dose often 115 µM), for inactives: top-dose activity, negative = inhibition, most hits filed as inhibitors. 390,000 compounds, 1% hits
#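 Pol iota at 10 nM preincubated 15 min with compounds at room temperature; reaction started with fluorescent substrate, 50 nM final. Fluorescence read kinetically at 0 and 10 min; buffer-only wells as negative control.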
# * marks the source's active call; other numbers are inactive results; i = inactive; ? = inconclusive; . = not tested or not shown; & = joins results of further samples; [ ] = another dose, or the depositor's remark. Unless noted, calls follow the shape of the dose curve; as a rule, active = well fitted curve in the direction sought with a large enough effect; inconclusive = small, poorly fitted or top-dose-only effect, or another doubt; inactive = no such curve, though single readings can be large; an effect the other way counts as inactive or inconclusive. Potency is read from the fitted curve at half-maximal effect.
entry	SMILES	BLM helicase inh	HP1b binding inh	JMJD2A Tudor	BAZ2B inh	G9a block	Pin1 inhibitor	POLI inh	PGK inhibitor	GLS inh
1	CC(C)(C)c1ccc(C(=O)NNC(=O)CNC(=O)c2cccs2)cc1	.	43%	-7%	.	.	-1%	56%[activator]	i	7%
2	CC(C)Cn1c(SCC(=O)Nc2ccc(Cl)cc2F)nc(O)cc1=O	.	40%[activator]	-16%	.	.	20%	80%[activator]	-5%	-1%
3	O=C(CN1CCC(C(O)(c2ccccc2)c2ccccc2)CC1)Nc1ccccc1	-6%	16%	?	-11%	?	-4%	0%	.	2%
4	Cc1cc(C)c2nc(SCC(=O)NC(=O)c3cccn3C)cc(C)c2c1	-3%	-4%	-14%	-8%	?	29%	34%[activator]	-6%	-2%
5	Cc1ccc(-n2c(-c3ccccc3)c[n+]3c2CCC3)cc1	0%	40%[activator]	-14%	3%	.	-1%	18%	2%	3%
6	CCCCNC(=O)C1C2C=CC3(CN(Cc4ccc(C)cc4)C(=O)C13)O2 (centres undefined)	-2%	19%	-18%	-3%	1%[12.7 µM]	-1%	31%[activator]	3%	-1%
7	Cc1cc(C)n(C(=O)c2cccc(S(=O)(=O)N3CCOCC3)c2)n1	-8%	26%	-17%	-2%	?	2%	16%	-9%	-1%
8	COc1ccc(NS(=O)(=O)c2cccc(-c3n[nH]c(=S)n3Cc3ccccc3)c2)cc1	-10%	4%	-32%	?	7.1µM*	-3%	200%[activator]	-2%	-11%
9	CC(=O)C1=C(C)NC(SCC(=O)Nc2nc3ccccc3s2)=C(C#N)C1c1ccc(Cl)cc1 (centres undefined)	-10%	10%	-32%	-25%	8.9µM*	44%[activator]	12%	0%	5%
10	COc1ccc(Cn2cc(S(=O)(=O)c3ccc(C)cc3)c(=O)c3cc(F)ccc32)cc1	-8%	29%	-11%	-4%	?	-2%	15%	-8%	11%
11	Cc1cc(C)c(NC(=O)Cn2cc3c(n2)CCCC3)c(C)c1	-2%	49%[activator]	-9%	7%	1%	6%	26%	-3%	-2%
12	CC1CCN(CCCNS(=O)(=O)c2cc(Br)cc3c2N(C(=O)C2CC2)CC3)CC1	4%	10%	3%	-1%	1%	5%	79%[activator]	-7%	-22%

# Part of the list above in order of heavy-atom count, low to high.
entry	SMILES	BLM helicase inh	HP1b binding inh	JMJD2A Tudor	BAZ2B inh	G9a block	Pin1 inhibitor	POLI inh	PGK inhibitor	GLS inh
11	Cc1cc(C)c(NC(=O)Cn2cc3c(n2)CCCC3)c(C)c1	-2%	49%[activator]	-9%	7%	1%	6%	26%	-3%	-2%
7	Cc1cc(C)n(C(=O)c2cccc(S(=O)(=O)N3CCOCC3)c2)n1	-8%	26%	-17%	-2%	?	2%	16%	-9%	-1%
1	CC(C)(C)c1ccc(C(=O)NNC(=O)CNC(=O)c2cccs2)cc1	.	43%	-7%	.	.	-1%	56%[activator]	i	7%
4	Cc1cc(C)c2nc(SCC(=O)NC(=O)c3cccn3C)cc(C)c2c1	-3%	-4%	-14%	-8%	?	29%	34%[activator]	-6%	-2%
10	COc1ccc(Cn2cc(S(=O)(=O)c3ccc(C)cc3)c(=O)c3cc(F)ccc32)cc1	-8%	29%	-11%	-4%	?	-2%	15%	-8%	11%
9	CC(=O)C1=C(C)NC(SCC(=O)Nc2nc3ccccc3s2)=C(C#N)C1c1ccc(Cl)cc1 (centres undefined)	-10%	10%	-32%	-25%	8.9µM*	44%[activator]	12%	0%	5%

# Going on with the list:
entry	SMILES	BLM helicase inh	HP1b binding inh	JMJD2A Tudor	BAZ2B inh	G9a block	Pin1 inhibitor	POLI inh	PGK inhibitor	GLS inh
13	Cc1cc(C(F)F)n2ncc(C(=O)NCc3ccc(F)cc3)c2n1	0%	10%	-15%	-10%	.	-1%	18%	-10%	3%
14	CCOc1ccc(C(=O)NCC(=O)OCC(=O)Nc2cccc(S(=O)(=O)N3CCCC3)c2)cc1	-8%	24%	-21%	-13%	0%[12.7 µM]	1%	17%	-10%	1%
15	CSc1ccc(/C=C/C(=O)c2ccc(NC(=O)Cc3ccccc3)cc2)cc1	-6%	28%	-16%	-15%	-1%[59 µM]	?	-6%	-9%	-6%
16	CCOc1ccc(C2(C)NC(=O)N(CCN(C)C)C2=O)cc1 (centres undefined)	-2%	35%	-19%	12%	-1%[0.501 µM]	-8%	26%	-10%	7%
17	Cc1ccccc1C(=O)NC(CC(C)C)C(=O)NN1C(=O)c2ccccc2C1=O (centres undefined)	-3%	9%	-1%	-9%	10%	3%	-9%	5%	11%
18	CC1=C(C(=O)N2CCCC(C(=O)c3cccc4ccccc34)C2)OCCO1 (centres undefined)	-3%	53%[activator]	-7%	-6%	-4%	0%	32%[activator]	-9%	0%
19	Cc1c(N(C)S(=O)(=O)c2ccc(Cl)c(C(=O)N3CCC(C(N)=O)CC3)c2)c(=O)n(-c2ccccc2)n1C	.	6%	-15%	-3%	-24%	1%	42%[activator]	5%	0%
20	CS(=O)(=O)N(CC(=O)Nc1ccccc1-c1ccccc1)c1ccc(F)cc1	-7%	9%	-18%	-4%	13%[0.501 µM]	-3%	?	i	-5%
21	O=C(Cn1c(=O)n(Cc2ccco2)c(=O)c2oc3ccccc3c21)Nc1ccc(F)cc1F	-3%	27%	-8%	-14%	-12%[59 µM]	35%[activator]	0%	i	3%
22	CCOCC(=O)Nc1cc(Cl)ccc1C	-2%	31%	7%	5%	7%[0.501 µM]	0%	147%[activator]	0%	-15%
23	Cc1ccc(NC(=O)CCc2c(C)nn(-c3ccc(N4CCOCC4)nn3)c2C)cc1F	-3%&0%	58%&9%[activator]	-16%&-22%	-5%&-17%	22%	-1%&-1%	4%&3%	-4%&8%	-3%&6%
24	COCCNc1nc2ccccc2n1CC(=O)c1ccc(OC)c(OC)c1	0%	39%[activator]	-12%	11%	?	-12%	-1%	4%	20%

# (next part)
entry	SMILES	BLM helicase inh	HP1b binding inh	JMJD2A Tudor	BAZ2B inh	G9a block	Pin1 inhibitor	POLI inh	PGK inhibitor	GLS inh
25	COc1ccc(C)cc1NS(=O)(=O)c1ccc2c(c1)CCCN2C(C)=O	0%	36%[57 µM]	-7%	3%	9%[59 µM]	-3%	-23%	-6%	18%
26	c1ccc(-c2nn3c(Cn4nnc5ccccc54)nnc3s2)nc1	-24%	-28%	?	-31%	?	?	?	i	-9%
27	CCC1=C2CC[C@H]3C(=O)N(CC)C(=O)[C@H]3[C@H]2[C@@]2(Cc3ccccc3)C(=NCCOC)OC(=O)N2C1=O	0%&-2%	21%	-14%	-2%	9%[59 µM]	-4%	-18%	-10%	10%
28	Clc1ccc2c(c1)-c1c(cnc3cc(-c4ccccc4)nn13)CO2	-2%	47%[activator]	3%	8%	37%[59 µM]	-7%	14%	-9%	-4%
29	COc1ccccc1OCCNC(=O)CN1C(=O)NC2(CCCC2)C1=O	.	24%	-5%	-2%	2%	-3%	7%	i	6%
30	Cc1ccc2oc(=O)n(CCOc3ccccc3)c2c1	-5%	27%	-2%	24%	68%[activator]	-2%	75%[activator]	-5%	-2%
31	CCOC(=O)CSc1nnc(-c2cccnc2)n1Cc1ccccc1	-2%	54%[activator]	-2%	0%	-8%[12.7 µM]	-10%	21%	0%	-3%
32	Cc1ccc(N2CC(C(=O)N3CCC(C(=O)Nc4ccc(Br)cc4)CC3)CC2=O)cc1 (centres undefined)	-7%	6%	3%	3%	18%	1%	16%	0%	4%
33	O=C(Nc1ccccn1)NC(C(F)(F)F)C(F)(F)F	-3%	12%	-12%	1%	?	-3%	2%	-3%	0%
34	Cc1ccc(-c2nnc(Nc3cccc(Cl)c3)c3ccccc23)cc1S(=O)(=O)N1CCN(C)CC1	-1%	6%	?	?	7.9µM*	17%	11%	0%	6%
35	Cc1ccccc1OCC(=O)NCC(=O)OCC(=O)c1ccc([N+](=O)[O-])cc1	0%	7%[57 µM]	-2%	-12%	?	2%&-4%	-7%&10%	-1%	3%
36	CC(C)(C)c1ccc(NC(=O)NC2CCCc3ccccc32)cc1 (centres undefined)	-2%	34%[activator]	-2%	-5%	.	-5%	35%[activator]	-12%	0%

# More entries:
entry	SMILES	BLM helicase inh	HP1b binding inh	JMJD2A Tudor	BAZ2B inh	G9a block	Pin1 inhibitor	POLI inh	PGK inhibitor	GLS inh
37	COCCNC(=O)C(c1ccccc1)N(CCOC)C(=O)Cn1nnc2ccccc21 (centres undefined)	1%	52%[activator]	-3%	-4%	5%[59 µM]	-10%	3%	-9%	-1%
38	O=C(c1ccccc1NS(=O)(=O)c1ccc(F)cc1F)N1CCCCC1	.	23%[57 µM]	-8%	.	.	?	79%[activator]	5%	1%
39	Cc1nn(Cc2ccccc2)c(C)c1C(=O)Nc1ccc(N2CCOCC2)cc1	2%	13%	-19%	-5%	-13%[59 µM]	-1%	20%	0%	16%
40	CCN(CC)S(=O)(=O)c1ccc(Cc2ncc(C(F)(F)F)cc2Cl)s1	-10%	94%	45%[activator]	21%	?	38%[activator]	?	-7%	9%
41	COc1ccc(C2CC(c3ccccc3)Oc3cc(OC)c(OC)c(OC)c32)cc1 (centres undefined)	-3%&-5%	23%&17%	-19%&-26%	.	.	1%&1%	-3%&-4%	.	.
42	O=C(COc1ccc2ccc(=O)oc2c1)Nc1ccc2c(c1)OCCO2	1%	22%	-18%	4%	12%[59 µM]	2%	?	4%	10%
43	O=C1CNC(=S)N1CCOc1ccccc1	0%	28%	0%	-16%	24%	-4%	36%[activator]	18%	0%
44	O=[N+]([O-])c1cc(C(F)(F)F)cc([N+](=O)[O-])c1NCCNC(=S)Nc1cccc(F)c1	-13%	-25%	40µM*	18µM*	?	0%	-8%	-10%	-3%
45	Cc1cccc(N2CCN(C(=O)c3ccc4nc(N5CCC(C)CC5)sc4c3)CC2)c1C	-11%	7%	-34%	-16%	?	2%	22%	3%	-6%
46	O=C(NNS(=O)(=O)c1ccc(Cl)cc1)c1ccc(S(=O)(=O)N2CCCCC2)cc1	-2%	37%	1%[57.1 µM]	-2%	9%[59 µM]	-13%	9%	i	-5%

# Not all compounds are listed. The share of hits here may be higher or lower than overall.
